Assay outcomes as filed in PubChem.
All columns: NCI-60 one-dose screen, growth in % after 48 h at 10 µM unless noted; 100 = growth as untreated, 0 = no growth, -100 = all killed.
SK-MEL-5 = SK-MEL-5 melanoma. 80,000 tested, 6.4% active. AID 1794755
SK-MEL-2 = SK-MEL-2 melanoma; 77,000 tested, 4.7% active
M14 = M14 melanoma; 80,000 tested, 6.2% active; AID 1794745
UACC-257 = UACC-257 melanoma; 78,000 tested, 4.4% active; AID 1794764
MDA-MB-435 = MDA-MB-435 melanoma. 82,000 tested, 7.8% active
MALME-3M = MALME-3M melanoma | 78,000 tested, 5.8% active | AID 1794766
SK-MEL-28 = SK-MEL-28 melanoma; 81,000 tested, 4.1% active
UACC-62 = UACC-62 melanoma; 81,000 tested, 5.4% active; AID 1794756
Numbers without * were called inactive; / = not tested or not shown; [ ] = remark or other dose. The calls were made as follows: active = growth percent below 10; inactive = the rest. Only part of the results is shown; rates above refer to the full screens.

Results follow in this order: SK-MEL-5, SK-MEL-2, M14, UACC-257, MDA-MB-435, MALME-3M, SK-MEL-28, UACC-62
CCC/C=C\CC/C=C/C=C/[C@H]1CCC[C@@H](CCCCO)N1
 : 108, 98, 100, 100, 101, 115, 113, 99
O=C(N/N=C/c1ccc(N(CCCl)CCCl)cc1)c1cccc2ccccc12
 : 71, 81, 52, 79, 14, 85, 83, 47
C[C@]12C=CC(=O)C=C1CC[C@@H]1[C@@H]2[C@H](O)C[C@@]2(C)[C@H]1CC[C@]2(C)O
 : 107, 112, 101, 105, 114, 139, 120, 111
CCC1CN1P1(=O)OCC(C)([N+](=O)[O-])CO1 (stereo not drawn)
 : 106, 116, 102, 95, 110, 110, 107, 93
C[C@]12CC[C@H]3[C@@H](CCC4=CC(=O)CC[C@@H]43)[C@@H]1CC[C@@H]2OC(=O)c1ccccc1
 : 77, 87, 78, 55, 85, 96, 102, 76
Clc1ccc(CSC(Cn2ccnc2)c2ccc(Cl)cc2Cl)cc1 (stereo not drawn)
 : -9.9*, 34, 30, 23, 31, 21, 62, 29
ClCCN(CCCl)c1ccc(C=Nc2ccc(/C=C\c3ccnc4ccccc34)cc2)cc1
 : 78, 74, 93, 101, 88, 100, 89, 69
COc1cccc2c1C(=O)c1c(O)c3c(c(O)c1C2=O)CC(O)(/C(C)=N/NC(=O)CCC(=O)N/N=C(\C)C1(O)Cc2c(O)c4c(c(O)c2C(OC2CC(N)C(O)C(C)O2)C1)C(=O)c1c(OC)cccc1C4=O)CC3OC1CC(N)C(O)C(C)O1 (stereo not drawn)
 : -100*[5 µM], -54*[5 µM], -56*[5 µM], -18*[5 µM], -85*[5 µM], -99*[5 µM], -56*[5 µM], -85*[5 µM]
COc1ccc(CCNC2(C#N)CCCCC2)cc1OC
 : 107, 94, 99, 120, 111, 102, 115, 108
CC(=O)Nc1ccc([N+](=O)[O-])c(C(F)(F)F)c1
 : 113, 115, 106, 103, 110, 101, 104, 86
COc1cc2ncnc(Nc3ccc(F)c(Cl)c3)c2cc1OCC(=O)N1CCN(C)CC1
 : 98, 94, 97, 104, 102, 97, 102, 98
COc1ccc(/C=C/C(=O)c2nc3ccccc3n2Cc2ccc(F)cc2)cc1OC
 : 91, 102, 95, 93, 89, 90, 99, 77
CC(C)(N)Cc1ccc(N)cc1
 : 99, 93, 98, 99, 97, 101, 106, 96
COC(=O)C1=COC(C)C2CN3CCc4c([nH]c5cc(OC)ccc45)C3CC12 (stereo not drawn)
 : 110, 103, 96, 111, 110, 108, 111, 103
CNC(Cc1ccccc1)c1ccc(OC)cc1 (stereo not drawn)
 : 97, 107, 87, 89, 96, 100, 100, 98

Carrying on.
Results follow in this order: SK-MEL-5, SK-MEL-2, M14, UACC-257, MDA-MB-435, MALME-3M, SK-MEL-28, UACC-62
COc1ccc(/C=C/C(=O)c2nc3ccccc3n2Cc2ccc(Br)cc2)cc1OC
 : 100, 118, 114, 98, 104, 97, 108, 99
C=CCCN=C=S
 : 95, 49, 70, 67, 69, 82, 90, 60
CCCCCCOC(CN(C)C)C(Cl)(Cl)Cl (stereo not drawn)
 : 102, 107, 99, 102, 100, 122, 106, 98
C1CNC2CCCC2C1 (stereo not drawn)
 : 97, 106, 107, 106, 105, 99, 111, 108
O=C(Nc1ccncc1F)c1cn(CC2CC2)c2ccccc12
 : 97, 99, 108, 108, 106, 119, /, 95
S=P(NCCS)(N1CC1)N1CC1
 : 109, 110, 114, 108, 110, 107, 121, 107
C=CCCC1(CC(C)C)C(=O)NC(=S)NC1=O
 : 102, 97, 114, 109, 107, 110, 112, 102
Brc1ccc2c(c1)c(-c1nc(-c3c[nH]c4ncccc34)cs1)cn2CCN1CCOCC1
 : 51, 80, 64, 100, 86, 88, 95, /
C1CC2OC2CC1C1CO1 (stereo not drawn)
 : 106, 114, 112, 93, 102, 115, 108, 103
COc1cc(OC)c(S(=O)(=O)N(CCCl)CCCl)cc1C(=O)/C=C/c1ccc2c(c1)OCO2
 : 95, 95, 92, 90, 92, 64, 94, 71
Cc1cccc(CC#N)c1
 : 101, 108, 95, 81, 102, 92, 107, 101
CCN(CC)CCOC(=O)C(OC(C)C)(c1ccccc1)c1ccccc1
 : 98, 88, 110, /, 103, 101, 100, 103
C[C@]12C/C(=C/Sc3ccc(Cl)cc3)C(=O)C[C@@H]1CC[C@@H]1[C@@H]2CC[C@@]2(C)[C@H]1CC[C@]2(C)O
 : 96, 109, 90, 96, 85, 105, 95, 82
O[C@@]12C[C@@H]([C@H]3CO[C@@H]1O3)n1ncnc1N2
 : 101, 113, 103, 97, 93, 113, 105, 102
CCOc1ccc(C=C(C#N)C#N)cc1
 : 109, 111, 101, 102, 112, 115, 120, 97

Part of the list above in order of molecular weight, ascending.
Results follow in this order: SK-MEL-5, SK-MEL-2, M14, UACC-257, MDA-MB-435, MALME-3M, SK-MEL-28, UACC-62
C=CCCN=C=S
 : 95, 49, 70, 67, 69, 82, 90, 60
C1CNC2CCCC2C1 (stereo not drawn)
 : 97, 106, 107, 106, 105, 99, 111, 108
Cc1cccc(CC#N)c1
 : 101, 108, 95, 81, 102, 92, 107, 101
C1CC2OC2CC1C1CO1 (stereo not drawn)
 : 106, 114, 112, 93, 102, 115, 108, 103
CC(C)(N)Cc1ccc(N)cc1
 : 99, 93, 98, 99, 97, 101, 106, 96
CCOc1ccc(C=C(C#N)C#N)cc1
 : 109, 111, 101, 102, 112, 115, 120, 97
O[C@@]12C[C@@H]([C@H]3CO[C@@H]1O3)n1ncnc1N2
 : 101, 113, 103, 97, 93, 113, 105, 102
S=P(NCCS)(N1CC1)N1CC1
 : 109, 110, 114, 108, 110, 107, 121, 107
CNC(Cc1ccccc1)c1ccc(OC)cc1 (stereo not drawn)
 : 97, 107, 87, 89, 96, 100, 100, 98
C=CCCC1(CC(C)C)C(=O)NC(=S)NC1=O
 : 102, 97, 114, 109, 107, 110, 112, 102
CCCCCCOC(CN(C)C)C(Cl)(Cl)Cl (stereo not drawn)
 : 102, 107, 99, 102, 100, 122, 106, 98
C[C@]12C/C(=C/Sc3ccc(Cl)cc3)C(=O)C[C@@H]1CC[C@@H]1[C@@H]2CC[C@@]2(C)[C@H]1CC[C@]2(C)O
 : 96, 109, 90, 96, 85, 105, 95, 82
COc1ccc(/C=C/C(=O)c2nc3ccccc3n2Cc2ccc(Br)cc2)cc1OC
 : 100, 118, 114, 98, 104, 97, 108, 99
Brc1ccc2c(c1)c(-c1nc(-c3c[nH]c4ncccc34)cs1)cn2CCN1CCOCC1
 : 51, 80, 64, 100, 86, 88, 95, /
COc1cc(OC)c(S(=O)(=O)N(CCCl)CCCl)cc1C(=O)/C=C/c1ccc2c(c1)OCO2
 : 95, 95, 92, 90, 92, 64, 94, 71

Other records follow.
Results follow in this order: SK-MEL-5, SK-MEL-2, M14, UACC-257, MDA-MB-435, MALME-3M, SK-MEL-28, UACC-62
CC12CC(O)C3C(CCC4=CC(=O)CCC43C)C1CCC2=O (stereo not drawn)
 : 105, 105, 109, 93, 108, 149, 121, 109
CCCCCN(C)CCC(O)(P(=O)(O)O)P(=O)(O)O
 : 104, /, 108, 110, 109, 116, 111, 110
CC(C)N(C(=O)C(Cl)Cl)C(C)C
 : 101, 112, 103, 95, 101, 104, 104, 105
[O-][n+]1ccn(O)c1CCl
 : 101, 106, 99, 118, 99, 101, 110, 102
COC(=O)[C@@H](C)C[C@H](Cc1ccccc1)NC(=O)c1csc([C@@H](C[C@H](C(C)C)N(C)C(=O)[C@@H](NC(=O)[C@H]2CCCCN2C)C2CC2)OC(C)=O)n1
 : -50*, 5.3*, 11, 58, -12*, 64, 60, 60
CC(C)CCC[C@@H](C)[C@H]1CC[C@H]2[C@@H]3C/C(=N\OC(=O)CCCc4ccc(N(CCCl)CCCl)cc4)C4=CC(=O)CC[C@]4(C)[C@H]3CC[C@]12C
 : 91, 96, 87, 86, 90, 112, 97, 79
CC(C)CCC1(CCO)C(=O)NC(=O)NC1=O
 : 99, 112, 105, 102, 102, 108, 115, 109
CCOC(=O)CC(SP1(=S)OCC2(CCCCC2)CO1)C(=O)OCC (stereo not drawn)
 : 105, 111, 98, 95, 112, 114, 108, 81
c1ccc2sc(SNC3CCCCC3)nc2c1
 : 96, /, 105, /, 107, 109, 95, 85
ClC1CN2CCC1CC2 (stereo not drawn)
 : 112, 129, 105, 101, 105, 123, 109, 103
C/C=C1/CN2CCC1CC2C(O)c1ccnc2ccc(OCCO)cc12 (stereo not drawn)
 : 103, 116, 103, 122, 112, 123, 114, 105
CCCCSSC(Cl)(Cl)Cl
 : 96, 106, 107, 86, 86, 91, 101, 99
O=[N+]([O-])c1cccc(S(=O)(=O)F)c1
 : 116, 108, 111, 107, 113, 126, 115, 90
O=C1C(NC(=O)C2CCCCC2)=C(N2CC2)C(=O)C(NC(=O)C2CCCCC2)=C1N1CC1
 : 99, 72, 99, 91, 108, 111, 104, 90
O=C1NC(=O)C(=Cc2cn(C[C@@H](O)Cn3c4ccccc4c(=O)c4ccccc43)c3ccccc23)C(=O)N1
 : 90, 91, 88, 97, 98, 94, 98, 81

The list continues.
Compound	SK-MEL-5	SK-MEL-2	M14	UACC-257	MDA-MB-435	MALME-3M	SK-MEL-28	UACC-62
C=CCOC(=O)N1CC1	100	106	106	97	104	109	106	95
O=C1OC(c2cccnc2)=N/C1=C\c1ccccc1	104	106	91	89	96	97	102	88
COc1cccc(C=O)c1OC	108	/	109	110	101	125	111	101
O=P(O/C(=C\c1ccccc1)c1ccccc1)(c1ccccc1)c1ccccc1	90	/	82	97	81	94	101	66
O=C1c2ccccc2-n2c(n[nH]c2=O)[C@@H]2CCCN12	94	90	98	93	101	89	105	95
CN1CC2CCC(C1)C2=O	101	95	98	102	98	79	113	110
NC(N)=N/N=C/C/C=N/N=C(N)N	107	121	107	116	100	102	107	105
c1ccc2c(c1)C1c3cccc[n+]3C2CC1n1c2ccccc2c2ccccc21 (stereo not drawn)	110	96	110	99	102	109	109	96
CC(C)=CC1C(C(=O)OCc2ccc(C)cc2C)C1(C)C (stereo not drawn)	97	99	98	91	107	93	93	91
O=[N+]([O-])c1c(Cl)cc(Cl)c([N+](=O)[O-])c1Cl	101	112	97	63	/	175	100	108
CCC1(NS(=O)(=O)c2ccc(N)cc2)C(=O)N(C)C(=O)N(C)C1=O	109	106	107	114	120	/	104	98
CN=CNc1ccc(C)cc1C	113	/	102	108	104	121	115	115
Cc1cccc(CCN)c1	101	108	96	/	100	95	99	92
CC(N)CCc1ccccc1 (stereo not drawn)	106	107	100	95	104	98	/	101
O=C1C(=Cc2cn(Cc3ccccc3)c3ccccc23)C(=O)N(Cc2ccccc2)C(=O)N1Cc1ccccc1	104	84	104	53	108	105	110	53
Nc1ccc2c(c1)Cc1ccccc1-2	100	91	95	92	93	95	102	97
Clc1ccc(NP(Br)(c2ccccc2)(c2ccccc2)c2ccccc2)cc1	70	93	55	95	58	119	101	27
CC12CCC(=O)C=C1CCC1C2=CCC2(C)C(O)CCC12 (stereo not drawn)	66	109	84	93	102	96	95	74
O=C1CCN(C(=O)c2ccccc2)CC1	103	101	105	99	102	88	111	103
O=C(Cl)N1CCOCC1	101	103	102	101	103	102	107	95
Cc1ccc(C(OC2CC3CCC(C2)N3C)c2ccccc2)cc1 (stereo not drawn)	88	82	89	89	89	86	94	100
CNC(Cc1ccccc1)c1ccc2c(c1)CCCC2 (stereo not drawn)	100	101	83	108	96	94	104	113
CC(=O)C(C#N)c1ccccc1 (stereo not drawn)	102	115	109	102	110	109	121	108
CCC(C)C#N (stereo not drawn)	104	104	102	101	106	100	108	100
CCOC(=O)N(C)N=O	100	105	111	92	113	/	121	109
CCOC(=O)c1cncn1C(C)c1ccccc1 (stereo not drawn)	102	105	103	103	108	109	114	100
IC1c2ccccc2C1I (stereo not drawn)	104	101	105	102	109	106	104	93
Nc1cccc2c1Oc1ccccc1O2	86	98	108	102	105	97	124	88
O=C1C=C(N2C3C4CCC(C4)C32)C(=O)C=C1c1ccccc1 (stereo not drawn)	96	88	111	73	100	55	92	81
CC(=O)O[C@H]1CC[C@H]2[C@@H]3CC=C4c5sc(-c6cccc(Cl)c6)nc5CC[C@]4(C)[C@H]3CC[C@]12C	103	109	104	109	101	101	107	99

New compounds follow.
Compound	SK-MEL-5	SK-MEL-2	M14	UACC-257	MDA-MB-435	MALME-3M	SK-MEL-28	UACC-62
CCCCOc1nc2c(C)cccc2cc1C(c1c(O)c2ccccc2oc1=O)c1cn(CCCC)c2ccccc12 (stereo not drawn)	/	74	/	77	101	92	90	33
O=[N+]([O-])c1ccc(Cl)c([N+](=O)[O-])c1	106	112	97	113	103	134	111	91
CCCCCNC1C2[N+]3=c4c5c(c(O)c6c4=C(C=N6)CC3)NCCC51C(O)C(Br)C2(O)O (stereo not drawn)	101	103	111	103	106	112	125	106
C[C@]12CCC3[C@@H](C[C@@H]4SC(Nc5ccccc5)=N[C@@]45CC(=O)CC[C@]35C)[C@@H]1CCC2=O (stereo partly drawn)	26	6.9*	0.5*	3.2*	1.1*	8.7*	1.7*	-1.1*
O=P1(c2ccccc2)CC=CC1	101	109	108	109	108	117	112	100
C[C@@H](Oc1cc(Cl)c(Cl)cc1Cl)C(=O)O	97	99	89	91	111	113	106	106
CC(C)c1cccc(C(C)C)c1OCCN1CCCCC1	98	98	103	101	98	119	94	100
CC(=O)Cc1ccc2c(c1)OCO2	/	112	105	104	105	116	130	103
